procasp3 activ – activators of human procaspase-3; P42574; recombinant procaspase-3 D3A, Ac-DEVD-pNA absorbance 405 nm; activation, % at 8.5 µM; 330,000 compounds, 0.11% hits; AID 463141;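 active = activation above the mean of all tested compounds plus 3 SD, cut at about 21% in these data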;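 note: 0% = DMSO alone and 100% = DMSO wells spiked with extra 5 µM PC-3 D3A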
Target sequence (P42574 whole entry D9A/D28A/D175A): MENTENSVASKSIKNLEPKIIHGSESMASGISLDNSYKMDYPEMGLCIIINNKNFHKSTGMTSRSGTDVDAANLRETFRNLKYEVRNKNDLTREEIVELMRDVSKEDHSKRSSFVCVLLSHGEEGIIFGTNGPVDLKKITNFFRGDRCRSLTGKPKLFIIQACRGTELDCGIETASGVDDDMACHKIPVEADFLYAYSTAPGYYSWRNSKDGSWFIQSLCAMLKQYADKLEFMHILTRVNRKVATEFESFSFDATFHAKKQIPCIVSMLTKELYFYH
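Evaluation: percent activation relative to control range; Material: Procaspase-3 D3A mutant, all three cleavage aspartates alanine; Compound: single dose, 8.5 µM nominal compound, 0.8% DMSO; Replication: one well per compound; Signal: absorbance at 405 nm, 0 and 120 min; Schedule: 1 h preincubation plus 2 h reaction at 25 °C.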
RPL19A-GFP yeast – yeast TOR pathway RPL19A-GFP modulation. percent response vs DMSO, % at 10 µM. S. cerevisiae RPL19A-GFP strain, flow cytometry, 3 h; hits give low values. 330,000 compounds, 0.3% hits;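 active = percent response vs DMSO below 50%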;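 note: median channel GFP fluorescence of the barcoded RPL19A-GFP strain; ratio of sample median GFP to plate DMSO average so 100% = DMSO; lower means less RPL19A-GFP as with rapamycin TOR inhibition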
AGP1-GFP MLPCN – alters AGP1-GFP fluorescence in TOR pathway yeast screen; S. cerevisiae AGP1-GFP multiplex flow cytometry, 3 h; GFP as percent of DMSO wells; GFP response vs DMSO, % at 10 µM; 320,000 compounds, 0.02% hits; AID 2066;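 active = GFP response relative to DMSO above a set limit, near screen average plus 3 SD, cut at about 150% in these data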;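 note: median GFP channel fluorescence of the gated AGP1 strain per well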
AHR act – human AHR activation; AHR-responsive luciferase reporter cells, luminescence; 320,000 compounds, 2.5% hits; activation, % at 5 µM; AID 2796; in the data active = activation above about 47%;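 note: 0% = vehicle wells and 100% = reference agonist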
MEP2-GFP yeast – alters MEP2-GFP fluorescence in TOR pathway yeast screen; S. cerevisiae MEP2-GFP strain, flow cytometry GFP, 3 h; 100% = DMSO control level; GFP response vs DMSO, % at 10 µM; 330,000 compounds, 0.51% hits;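 active = GFP response versus DMSO above a set limit, roughly screen mean plus 3 SD, cut at about 180% in these data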;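 note: median GFP fluorescence of the barcode-gated MEP2-GFP cells per well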
LAP4 TOR yeast – modulators of TOR pathway LAP4-GFP in S. cerevisiae; S. cerevisiae LAP4-GFP multiplex, flow cytometry GFP, 3 h; median GFP as percent of DMSO wells; GFP response vs DMSO, % at 10 µM; 320,000 compounds, 0.34% hits;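 active = GFP response vs DMSO above a set limit, about the screen mean plus 3 SD, cut at about 150% in these data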
proCasp7 act – counter-screen: procaspase-7 (human) activation. 330,000 compounds, 0.093% hits. AID 463210. activation, % at 8.5 µM. P55210. recombinant procaspase-7, Ac-DEVD-pNA absorbance 405 nm; D23A/D198A/D206A triple mutant, cannot self-cleave; scale: DMSO 0, 5 µM enzyme 100;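 active = percent activation above the screen-wide mean plus 3 SD, cut at about 25% in these data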
Target sequence (P55210 whole entry D23A/D198A/D206A): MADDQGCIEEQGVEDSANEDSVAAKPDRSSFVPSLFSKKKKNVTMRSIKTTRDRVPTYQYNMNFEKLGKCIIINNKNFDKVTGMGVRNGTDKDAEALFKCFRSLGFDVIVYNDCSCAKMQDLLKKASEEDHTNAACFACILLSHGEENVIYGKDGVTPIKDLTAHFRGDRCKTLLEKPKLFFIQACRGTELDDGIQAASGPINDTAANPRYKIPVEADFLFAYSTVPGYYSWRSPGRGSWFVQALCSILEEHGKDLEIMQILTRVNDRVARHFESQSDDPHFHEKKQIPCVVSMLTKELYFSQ
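Assay system: Uncleavable procaspase-7 mutant enzyme; Input: 2 µM procaspase-7 mutant as dispensed; Also added: DEVD-pNA substrate; Medium: Zinc-free HEPES pH 7.4 with 300 mM NaCl, 0.01% Triton X-100; Timing: 1 h compound preincubation, 2 h substrate cleavage, 25 °C; Measured by: Epi-absorbance of released pNA at 405 nm, two timepoints.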
CIT2 TOR yeast – alters CIT2-GFP fluorescence in TOR pathway yeast screen. S. cerevisiae CIT2-GFP strain, flow cytometry, 3 h; 100 means same as DMSO wells. 320,000 compounds, 0.065% hits. GFP response vs DMSO, % at 10 µM. AID 2029;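 active = GFP response relative to DMSO above a set limit, near the screen mean plus 3 SD, cut at about 150% in these data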;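 note: ratio of well median GFP fluorescence to mean of DMSO wells on the plate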
The depositor's hits bear a star; · = no result given. This is a random part of the collection (roughly 3.5% active in at least one column).

SMILES	procasp3 activ	RPL19A-GFP yeast	AGP1-GFP MLPCN	AHR act	MEP2-GFP yeast	LAP4 TOR yeast	proCasp7 act	CIT2 TOR yeast
O=S(=O)(/C=C/c1ccccc1)Oc1ccccc1	5	97	102	-3	98	134	6	92
O=C(NCc1ccccn1)Nc1cccc(NC(=O)NCc2ccccn2)c1	2	95	97	5	112	104	-8	92
NC(=O)CC(NC(=O)Cc1ccc(Cl)cc1)c1ccc(NC2CCCCCCC2)c([N+](=O)[O-])c1 (configuration not stated)	5	103	101	-4	107	143	-6	124
NNCCc1ccccc1	8	109	105	17	100	112	7	117
Cc1c(C(=O)N2CCCCC2)c(S(=O)(=O)Nc2cccc(Br)c2)c(C)n1C	-5	98	103	0	105	98	-7	110
Cc1ccc(C)c(N2CCN(C(=O)CCCCCn3c(=S)[nH]c4ccc(N5CCOCC5)cc4c3=O)CC2)c1	7	99	105	-7	96	103	15	97
C/C(Cn1nnc([N+](=O)[O-])n1)=N\NC(=O)c1ccccc1	4	110	67	6	90	98	-8	60
CC(=O)Nc1ccc(S(=O)(=O)NC2(C(F)(F)F)C(=O)NC(C)=C2C#N)cc1 (configuration not stated)	10	94	100	1	96	97	-1	99
O=C(COC(=O)Cc1ccccc1F)Nc1cccc(S(=O)(=O)NC2=NCCCCC2)c1	-1	98	99	0	97	90	5	97
COCCCC1CCN(C(=O)CCc2nnc(CCCCc3ccccc3)o2)CC1	-3	102	89	1	93	104	-10	91
CCOCCOc1nc2c(c(=O)n(C)c(=O)n2C)n1CCc1ccccc1	-6	92	·	7	87	75	-3	87
O=C(O)CCCC(=O)N1N=C(c2ccccc2)CC1c1ccc2nccnc2c1 (configuration not stated)	12	92	112	3	111	123	6	106
COc1ccc(C(C)=O)cc1CSc1ccccn1	2	95	82	7	101	96	-9	80
O=C1C=C(c2ccc(Oc3ccccc3)cc2)C[C@@H](c2ccc3c(c2)OCO3)C1	0	100	107	14	99	111	5	104
Cc1ccc(N2C(=O)/C(=C/c3ccco3)SC2=S)cc1	1	102	96	6	113	108	-9	95
CC(C)(C)OC(=O)C[C@H]1C/C=C\C[C@H](CC(=O)N(CCO)Cc2ccccc2)C(=O)N2CCC[C@H]2COC1=O	4	101	95	-1	104	102	4	99
CCCCN1c2cc(C)c(O)cc2C(C(=O)OCC)C1C (configuration not stated)	3	98	100	48*	100	100	4	99
O=C(CSc1nnc(-c2cccnc2)n1Cc1ccco1)N1CCc2ccccc21	-3	95	102	4	101	98	9	93
Cc1ccc(-c2noc(CN(C(=O)C34CC5CC(CC(C5)C3)C4)C(C)C)n2)cc1	-4	98	102	-1	98	103	2	103
O=C(O)[C@@H]1CCCC[C@@H]1C(=O)N1CCc2ccccc2C1CN1C(=O)c2ccccc2C1=O (some centres not stated)	1	88	85	4	94	·	3	78
CN(C(=O)CSc1ccc2c(c1)OCCO2)c1ccccc1	5	95	93	3	92	106	0	88
Cc1ccc(-c2nc(SCC(=O)NCC3CCCO3)c(-c3ccc(C)cc3)[nH]2)cc1 (configuration not stated)	-5	104	105	54*	96	99	0	99
Cc1ccc(C(=O)N2CCC(Cc3ccccc3)CC2)cc1[N+](=O)[O-]	-2	94	82	5	105	143	-6	83
O=S(=O)(NC1CCC(NS(=O)(=O)c2c(F)cccc2F)CC1)c1ccc2c(c1)OCCO2 (configuration not stated)	10	95	98	-2	95	102	-2	103
CC(C)Oc1ccc(CNC(=O)CCC(=O)N2CCSc3ccccc32)cc1	-1	96	94	2	102	98	5	95

Entries of single compounds as entered above. Order of values: procasp3 activ | RPL19A-GFP yeast | AGP1-GFP MLPCN | AHR act | MEP2-GFP yeast | LAP4 TOR yeast | proCasp7 act | CIT2 TOR yeast
`CCOCCOc1nc2c(c(=O)n(C)c(=O)n2C)n1CCc1ccccc1` is listed as -6 | 92 | · | 7 | 87 | 75 | -3 | 87
`NC(=O)CC(NC(=O)Cc1ccc(Cl)cc1)c1ccc(NC2CCCCCCC2)c([N+](=O)[O-])c1` (configuration not stated) is listed as 5 | 103 | 101 | -4 | 107 | 143 | -6 | 124
`CC(C)Oc1ccc(CNC(=O)CCC(=O)N2CCSc3ccccc32)cc1` is listed as -1 | 96 | 94 | 2 | 102 | 98 | 5 | 95
`Cc1c(C(=O)N2CCCCC2)c(S(=O)(=O)Nc2cccc(Br)c2)c(C)n1C` is listed as -5 | 98 | 103 | 0 | 105 | 98 | -7 | 110

More structures follow.
SMILES	procasp3 activ	RPL19A-GFP yeast	AGP1-GFP MLPCN	AHR act	MEP2-GFP yeast	LAP4 TOR yeast	proCasp7 act	CIT2 TOR yeast
COC(=O)COc1ccc(S(=O)(=O)Nc2ccc3c(c2)OCCO3)cc1C	-1	102	97	0	106	99	4	100
O=C(Nc1cc(Cl)ccc1-n1cncn1)c1ccco1	6	106	97	32	104	106	-2	103
O=S(=O)(NCc1ccccn1)c1ccc2ccccc2c1	-17	92	81	-2	113	94	-2	111
O=S(=O)(Nc1ccccc1N1CCCCC1)c1ccc(Cl)s1	9	93	99	0	116	101	1	96
CCOC(=O)c1ccc(S(=O)(=O)NNC(=O)COc2cccc(C)c2)cc1	-2	94	94	0	87	86	-1	94
Cc1ccc2nc(-c3ccccn3)[nH]c2c1	12	102	99	7	104	95	-6	106
COc1cc(CC(=O)NCc2ccco2)cc(OC)c1OC	-3	96	103	2	102	94	-3	100
CC(Sc1n[nH]c(-c2cccs2)n1)C(=O)Nc1ccc(C(N)=O)cc1 (configuration not stated)	3	95	91	28	96	92	0	97
CCNCc1nc2cc(Cl)ccc2c(=O)[nH]1	0	96	98	-1	96	98	13	96
CN(c1ccccc1)S(=O)(=O)c1cccc(NS(=O)(=O)c2cccc(C(=O)O)c2)c1	0	101	102	-1	106	111	-6	101
COc1ccc(CNC(=O)c2ccc(SC)cc2OC)cc1	3	103	103	12	98	106	-8	87
CCOC(=O)C1(CCOC)CCN(Cc2nc(C(C)C)cs2)CC1	15	98	96	7	93	100	4	100
CC(=O)Nc1ccc(OCc2nnc(-c3ccccc3)o2)cc1	5	104	106	9	111	117	0	105
CCCCOc1ccc(C(=O)Nc2ccc(OCC(=O)N3CCOCC3)cc2)cc1	-3	102	103	0	101	113	15	102
CN(C(=O)c1ccc2c(=O)n3c(nc2c1)CCCCC3)c1cccc(Cl)c1	5	95	98	-1	108	105	11	97
Cc1cc(C)nc(N(C#N)CC(=O)Nc2ccccc2)n1	1	96	98	18	94	100	13	96
COc1ccc(N(C(C)=O)S(=O)(=O)c2cccs2)cc1	-3	115	107	-1	114	105	3	108
CCCC(=O)N1CC(=O)Nc2ccc(C)cc2C1c1ccccc1 (configuration not stated)	-1	100	101	2	103	96	10	99
COC(=O)c1ccc(COc2ccc3c4c(c(=O)oc3c2)CCC4)o1	1	100	97	1	106	98	-4	92
FC(F)(F)c1ccccc1-n1c(-c2ccco2)n[nH]c1=S	-7	101	108	-1	97	92	-28	107
O=C(c1ccco1)N(Cc1cc2ccccc2[nH]c1=O)C1CCCCC1	11	96	96	0	102	99	0	99
CC(C)NC(=O)CSc1nnc(-c2ccco2)n1N	3	99	101	3	94	100	3	100
COc1ccc(Cc2nnc(NCCO)[nH]c2=O)cc1	-1	100	104	0	98	99	16	98
Nc1nc(NCCCN2CCOCC2)nc(Nc2cccc(Cl)c2)c1[N+](=O)[O-]	-9	98	126	8	105	120	7	109
CCCCCC(=O)Nc1ccc2ccccc2c1	-2	103	91	35	80	73	0	76

Random excerpt: 2 entries already listed.
SMILES	procasp3 activ	RPL19A-GFP yeast	AGP1-GFP MLPCN	AHR act	MEP2-GFP yeast	LAP4 TOR yeast	proCasp7 act	CIT2 TOR yeast
CCNCc1nc2cc(Cl)ccc2c(=O)[nH]1	0	96	98	-1	96	98	13	96
Cc1ccc2nc(-c3ccccn3)[nH]c2c1	12	102	99	7	104	95	-6	106

More entries.
SMILES	procasp3 activ	RPL19A-GFP yeast	AGP1-GFP MLPCN	AHR act	MEP2-GFP yeast	LAP4 TOR yeast	proCasp7 act	CIT2 TOR yeast
CC(C)(O)C#Cc1ccc(C(=O)NCc2ccccc2F)cc1	3	101	100	10	100	105	-1	93
CC(C)CNC(=O)c1ccccc1NC(=O)CN(c1ccccc1)S(=O)(=O)N(C)C	-3	95	92	2	96	88	4	101
Cn1ccc(C(=O)N2CCCc3ccccc32)n1	5	·	55	4	139	99	-5	107
OC1=C(O)c2nc3cc(C(F)(F)F)ccc3nc21	1	100	113	9	100	110	2	105
Brc1ccc(-c2noc3c2-c2nc(C4CCCCC4)sc2CC3)cc1	-1	99	84	4	90	129	2	90
O=C(CC1Nc2ccccc2NC1=O)NCCc1ccccc1 (configuration not stated)	-7	97	98	49*	98	100	3	101
O=C(CCC(=O)N1CCN(C(=O)c2ccco2)CC1)c1ccc(F)cc1	6	98	104	0	97	111	11	98
O=C(NCCCN1CCCC1=O)c1cccc(Oc2ccccc2)c1	-6	101	94	5	101	100	7	96
C/C(CC(=O)Nc1ccc2c(c1)OCO2)=N\NC(=O)c1ccc(N)cc1	5	100	105	14	96	102	-3	98
O=C(Cc1cccs1)N/N=C/C=C/c1ccco1	-1	98	96	3	98	104	1	95

6 entries from above, ordered by their value in AHR act, lowest first.
compound | procasp3 activ | RPL19A-GFP yeast | AGP1-GFP MLPCN | AHR act | MEP2-GFP yeast | LAP4 TOR yeast | CIT2 TOR yeast
Cn1ccc(C(=O)N2CCCc3ccccc32)n1 | 5 | · | 55 | 4 | 139 | 99 | 107
O=C(NCCCN1CCCC1=O)c1cccc(Oc2ccccc2)c1 | -6 | 101 | 94 | 5 | 101 | 100 | 96
OC1=C(O)c2nc3cc(C(F)(F)F)ccc3nc21 | 1 | 100 | 113 | 9 | 100 | 110 | 105
CC(C)(O)C#Cc1ccc(C(=O)NCc2ccccc2F)cc1 | 3 | 101 | 100 | 10 | 100 | 105 | 93
C/C(CC(=O)Nc1ccc2c(c1)OCO2)=N\NC(=O)c1ccc(N)cc1 | 5 | 100 | 105 | 14 | 96 | 102 | 98
O=C(CC1Nc2ccccc2NC1=O)NCCc1ccccc1 (configuration not stated) | -7 | 97 | 98 | 49* | 98 | 100 | 101
